Candida biofilm: kills Candida albicans biofilms. C. albicans biofilm + clotrimazole, Alamar Blue. inhibition, % at 6 µM. 85,000 compounds, 0.14% hits;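 active = inhibition above 20%; inactive = inhibition below 20%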;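 also: preformed 24 hr biofilms exposed to compound for 48 hr; 0% = biofilm without compound and 100% = blank killed by clotrimazole plus chlorhexidine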
CYP2C9 inh: human CYP2C9 inhibition; P11712; 96,000 compounds, 20% hits; inhibition, % at 5 µM; CYP2C9 Supersomes, luciferin-H conversion, luminescence;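 active = blocking of liver enzyme CYP2C9 beyond about 50% at 5 µM, limit read from the data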; also: values of inactives mirror those of a sister screen read the other way
HUVEC tox TNFa: toxic to HUVEC cells under TNF alpha stimulation; HUVEC TNFalpha-stimulated, Hoechst cell count, imaging; AID 848; 93,000 compounds, 0.17% hits; cell count reduction, % at 2 µM;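 active = cell count reduction exceeding the screen mean by over 5 SD, scaled to untreated wells per plate, cut at about 78% in these data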;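 also: cells counted after 24 h of TNF alpha exposure following the 1 h pretreatment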
CYP2C9 activ: CYP2C9 (human) activation. P11712. recombinant CYP2C9, luciferin-H conversion, luminescence; hits give high values; factor 1 = untreated enzyme, 0 = blocked. activation factor at 5 µM. 96,000 compounds, 1.4% hits;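 active = activation factor of 2 or more for CYP2C9 at a 5 µM dose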;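 also: 0 = sulfaphenazole-blocked wells and 1 = vehicle-only wells; values of inactives mirror those of a sister screen read the other way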
CYP2C19 activ: cytochrome P450 2C19 (human) activation; P33261; recombinant CYP2C19, luciferin-H EGE luminescence; hits give high values; 0 = fully inhibited enzyme, 1 = untreated enzyme; activation factor at 5 µM; 96,000 tested, under 10 active;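 active = activation factor of at least 2 at 5 µM in the primary screen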;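 also: 0 = wells with 2.5 mM tranylcypromine and 1 = vehicle-only wells; values of inactives mirror those of a sister screen read the other way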
Target sequence (P33261 whole entry, looked up): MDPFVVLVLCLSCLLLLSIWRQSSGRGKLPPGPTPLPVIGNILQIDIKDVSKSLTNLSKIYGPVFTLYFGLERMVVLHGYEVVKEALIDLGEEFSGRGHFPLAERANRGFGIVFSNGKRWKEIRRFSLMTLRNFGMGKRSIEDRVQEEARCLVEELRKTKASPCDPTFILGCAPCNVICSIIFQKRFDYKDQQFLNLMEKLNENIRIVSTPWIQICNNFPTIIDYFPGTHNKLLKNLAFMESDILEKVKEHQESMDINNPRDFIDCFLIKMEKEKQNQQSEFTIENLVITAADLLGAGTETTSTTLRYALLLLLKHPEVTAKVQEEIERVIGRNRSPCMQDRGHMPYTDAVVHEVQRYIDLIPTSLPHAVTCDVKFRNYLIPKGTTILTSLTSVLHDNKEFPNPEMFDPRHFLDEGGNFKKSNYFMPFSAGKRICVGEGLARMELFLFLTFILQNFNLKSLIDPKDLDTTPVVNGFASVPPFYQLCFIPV
VCAM1 TNFa inh: reduces TNF alpha induced VCAM1 expression in HUVEC; HUVEC TNFa-induced VCAM-1 immunofluorescence, high-content imaging; inhibition, % at 2 µM; 95,000 compounds, 0.48% hits;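 active = inhibition above the batch mean plus 3 SD, with images confirmed as a hit by eye, cut at about 37% in these data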;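 also: 0% = TNF-stimulated DMSO wells and 100% = unstimulated control wells; not every result past the cut was called active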
IL1B cytotox: HUVEC cytotoxicity counter-screen, IL-1B stimulated | HUVEC cell count loss, Hoechst imaging | cell count reduction, % at 2 µM | 94,000 compounds, 0.41% hits | AID 845;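 active = cell count reduction more than 3 SD above the screen-wide mean, cut at about 70% in these data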;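 also: normalized per plate to untreated control cells as the no-loss baseline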
DAT uptake mod: human DAT dopamine uptake with cocaine, either direction | 110,000 compounds, 1.3% hits | B-score at 10 µM | LLC-PK1 hDAT cells, [14C]-dopamine uptake with cocaine IC80; actives deviate in either direction;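 active = Z score or B-score, a plate-position-corrected score, falls beyond the plate's 99.7% confidence bounds, in either direction; inactive = both scores lie inside the 99.7% bounds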;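 also: scored against the spread of the other compound wells on the same plate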
Target sequence (Q01959 whole entry, looked up): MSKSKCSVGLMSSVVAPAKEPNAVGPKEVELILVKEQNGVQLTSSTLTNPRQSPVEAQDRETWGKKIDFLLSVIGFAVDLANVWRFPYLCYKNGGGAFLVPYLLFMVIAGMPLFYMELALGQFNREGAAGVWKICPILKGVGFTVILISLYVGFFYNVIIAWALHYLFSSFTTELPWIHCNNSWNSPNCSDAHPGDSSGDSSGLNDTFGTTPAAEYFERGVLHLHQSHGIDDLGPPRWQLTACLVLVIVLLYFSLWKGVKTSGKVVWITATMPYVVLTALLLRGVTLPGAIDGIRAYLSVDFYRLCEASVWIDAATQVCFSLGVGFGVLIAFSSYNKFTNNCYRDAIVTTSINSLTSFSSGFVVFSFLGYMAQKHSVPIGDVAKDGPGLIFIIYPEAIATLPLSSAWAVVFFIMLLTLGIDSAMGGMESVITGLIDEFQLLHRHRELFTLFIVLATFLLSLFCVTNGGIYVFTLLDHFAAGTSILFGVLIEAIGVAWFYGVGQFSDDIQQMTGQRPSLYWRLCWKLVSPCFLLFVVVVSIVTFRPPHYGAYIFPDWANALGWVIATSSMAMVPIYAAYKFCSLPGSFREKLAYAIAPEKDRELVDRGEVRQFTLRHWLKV
CYP2C19 inhib: human CYP2C19 inhibition | 96,000 compounds, 21% hits | CYP2C19 Supersomes, luciferin-H EGE luminescence, 30 min | inhibition, % at 5 µM | P33261;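 active = CYP2C19 inhibition above a set limit at 5 µM in the primary screen, cut at about 50% in these data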;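 also: plate controls were negative control wells for no effect and 2.5 mM tranylcypromine positive control for full effect; values of inactives mirror those of a sister screen read the other way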
Starred values were filed as active, the others as inactive; / = not tested or not shown; & = joins results of further samples; ! = not active in a repeat. Compounds were not picked by outcome; about 29% have a hit in one of these screens.

SMILES	Candida biofilm	CYP2C9 inh	HUVEC tox TNFa	CYP2C9 activ	CYP2C19 activ	VCAM1 TNFa inh	IL1B cytotox	DAT uptake mod	CYP2C19 inhib
O=C(COC(=O)c1ccc(Br)o1)NCCCc1ccccc1	10	71*	-3	0.3	0.5	1	-30	-0.11	48
COc1ccc(-n2c(SCC(=O)Nc3ccc4c(c3)OCO4)nc3ccccc3c2=O)cc1	4	91*	-10	0.1	0.1	8	-24	0.71	92*
CCC(Sc1nc2c(c(=O)[nH]1)CCC2)C(=O)Nc1cccc(OC)c1 (stereo unspecified)	4	62*	/	0.4	0.8	/	/	0.18	23
Cc1occc1-c1nnc(SCC(=O)Nc2nc(-c3ccccc3)cs2)o1	0	47	16	0.5	0.8	4	6	-1.1	23
CCCCCCn1cnc2c(c1=O)c1nc3ccccc3nc1n2/N=C/c1ccco1	6	-1	-17	1	1.1	10	-16	4*	-6
CCCCn1c(SCC(=O)NCc2ccco2)nc2c(sc3ccccc32)c1=O	1	74*	-9	0.3	0.6	8	1	0.66	37
COc1ccccc1NC(=O)C1=C(C)NC2=C(C(=O)CCC2)C1c1ccc(C)o1 (stereo unspecified)	0	11	-4	0.9	0.6	10	-30	1.5	42
COC(=O)c1ccc(CSc2nnc(Nc3ccc(C)cc3)s2)o1	/	26	8	0.7	0.8	3	11	-0.95	24
COc1ccc(-c2nc(CCNC(=O)c3ccc(Br)o3)cs2)cc1	2	62*	-22	0.4	0.4	-3	10	1.5	59*
COC(=O)c1ccccc1NC(=S)NC(=O)c1ccccc1C	/	27	-6	0.7	0.5	15	/	/	51*
CCCc1[nH]nc2c1C(c1cccc(OC(=O)c3ccco3)c1)C(C#N)=C(N)O2 (stereo unspecified)	4	26	-9	0.7	1.1	3	-23	-0.0056	-6
Cc1ccc(NC(=O)CCC(=O)OCC(F)(F)C(F)F)cc1	/	-12	22	1.1	1.1	-5	3	-0.26	-11
Cc1cc(C(=O)CSc2nc3ccc(Cl)cc3[nH]2)c(C)n1CC1CCCO1 (stereo unspecified)	-4	92*	12	0.1	0	-16	14	0.73	96*
CC(C)C(C(=O)NCc1ccco1)N(C(=O)CNS(=O)(=O)c1ccccc1)C1CCCC1 (stereo unspecified)	-6	-19	-42	1.2	0.9	-2	-12	-0.52	7
COc1ccc2c(C=Nc3c(C)n(C)n(-c4ccccc4)c3=O)c(O)n(Cc3ccco3)c(=O)c2c1	4	72*!	-8&-34	0.3&0.5	0.4&0.6	-1&-2	0&-13	4.2*	60*!
CCc1cccc2c(C(=O)CSc3nnc(-c4ccoc4C)n3C)c[nH]c12	-4	53*	13	0.5	0.3	0	5	-0.07	65*
C=CCOc1ccc(Cl)cc1C(=O)O	6	-7	/	1.1	1.1	/	-36	0.82	-13
Nc1cc(=O)[nH]c(SCC(=O)Nc2cccc(Cl)c2)n1	0	-1	-3	1	1	-5	-38	-1.1	-3
Cn1c(=O)c2c3c(sc2n2c(SCC(=O)c4ccccc4)nnc12)COC(C)(C)C3	7	2	/	1	0.9	/	/	/	7
CCOC(=O)c1ccc(NS(=O)C23CC4CC(CC(C4)C2)C3)cc1 (stereo unspecified)	3	33	40	0.7	0.5	54*	12	1.9	49
O=C(NCc1ccco1)NC1CCCCC1	6	/	6	/	/	3	-25	1.1	/
NC12CCc3c(no[n+]3[O-])C1(O)CC(c1ccccc1)=[N+]2[O-] (stereo unspecified)	4	-10	-5	1.1	1	6	6	-1.6	-5
CCCCN1Cc2cc(C(=O)c3cc(OC)ccc3O)cnc2NC1=O	3	34	-6	0.7	1	2	-4	-0.37	-1
COc1ccccc1-n1cnnc1SCC(=O)c1cc(C)n(Cc2cccs2)c1C	7	89*	-1	0.1	0	22	-14	0.085	98*
COCCNC(=O)c1c[nH]c2ccc(OC)cc2c1=O	3	22	-17	0.8	1.1	-17	-36	-0.91	-8

A second format for part of the listing above.
Structure,Candida biofilm,CYP2C9 inh,HUVEC tox TNFa,CYP2C9 activ,CYP2C19 activ,VCAM1 TNFa inh,IL1B cytotox,DAT uptake mod,CYP2C19 inhib
Cc1cc(C(=O)CSc2nc3ccc(Cl)cc3[nH]2)c(C)n1CC1CCCO1 (stereo unspecified),-4,92*,12,0.1,0,-16,14,0.73,96*
CC(C)C(C(=O)NCc1ccco1)N(C(=O)CNS(=O)(=O)c1ccccc1)C1CCCC1 (stereo unspecified),-6,-19,-42,1.2,0.9,-2,-12,-0.52,7

Later entries.
SMILES	Candida biofilm	CYP2C9 inh	HUVEC tox TNFa	CYP2C9 activ	CYP2C19 activ	VCAM1 TNFa inh	IL1B cytotox	DAT uptake mod	CYP2C19 inhib
O=C(Cn1cc2c(n1)CCCCC2)N1CCCCC1	10	1	/	1	0.6	/	/	-0.15	36
COc1ccccc1S(=O)(=O)Cc1ccc(C(=O)NCCN(C)C)o1	-3	/	-31	/	/	0	-1	0.0048	/
CCOC(=O)N1CCN(C(=O)COc2ccc(Cl)cc2C)CC1	7	-15	90*	1.2	0.9	92*	13	-0.05	14
CCCCNC(=O)c1ccc(NS(=O)(=O)c2ccccc2)cc1	4	93*	26	0.1	0.7	-10	0	0.66	35
O=C(NCC(c1cccnc1)N1CCN(c2ccccc2)CC1)C1CCCCC1 (stereo unspecified)	12	-4	3	1	1	20	-16	-0.066	4
Cc1cccc2cc(C#N)c(NCCCn3ccnc3)nc12	8	98*	-2	0	0	12	21	-0.093	98*
CCCNS(=O)(=O)c1cccc(C(=O)NC2CCCc3ccccc32)c1 (stereo unspecified)	/	89*	-13	0.1	0.2	-1	6	-0.63	78*
COc1ccc(Br)cc1CNC(=O)Nc1cccs1	6	67*	-8	0.3	0.2	-2	7	0.16	76*
CC(C)OCCCNC(=O)c1c(N)n(/N=C/c2cccs2)c2nc3ccccc3nc12	/	46	-49	0.5	0.8	-21	-13	/	21
N#Cc1cnn(-c2ncnc3sc4c(c23)CCCC4)c1N	/	89*	-3	0.1	0.6	12	-8	-1.3	39
CC(C)C(=O)Nc1cccc(C(=O)OCC(=O)c2ccc(Cl)cc2Cl)c1	/	-163	1	2.6*	0.9	-2	-4	1.2	8
COc1ccc(NC(=O)C(NC(=O)OC(C)(C)C)C(C)OCc2ccccc2)cc1 (stereo unspecified)	/	18	-9	0.8	0.8	-10	14	-1.2	18
O=C(O)c1ccc(Br)c(S(=O)(=O)N2CCCC2)c1	4	3	-21	1	0.9	3	2	-0.36	8
Cc1ccc(-c2nn(-c3cc(Cl)ccc3[N+](=O)[O-])c(=O)c3ccccc23)cc1	/	31	-13	0.7	0.5	11	-9	-0.74	51*
Cc1cccc(-n2ncc3c(Nc4ccc(F)cc4)ncnc32)c1	10	-9	/	1.1	1	/	/	-0.00057	-2
Cc1nnc(SCc2ccc(F)cc2)s1	-1	-23	-23	1.2	0.8	-1	-24	-0.85	23
O=C(c1ccc(-c2nnc(Nc3ccccc3)c3ccccc23)cc1)N1C[C@H]2C[C@H](C1)c1cccc(=O)n1C2	0	34	-8	0.7	0.9	8	-10	1	9
Cc1ccc(C)c(-n2c(C)cc(/C=N/NC(=O)c3c(C)nc4cc(C)ccn34)c2C)c1	1	/	-4	/	/	-5	-9	1.6	/
COC(=O)c1c(-c2ccc(F)cc2)noc1N	4	4	1	1	0.9	22	-56	-0.47	8
CCOC(=O)c1c(NC(=O)CSc2nnnn2C)sc(CC)c1C	9	48	/	0.5	0.2	/	/	0.2	83*
Cc1ccc2c(c1)c1c(n2CC(O)CNC(CO)(CO)CO)CCCC1 (stereo unspecified)	3	15	/	0.9	0.8	/	/	-0.18	24
COc1ccc(-c2nc(C#N)c(N3CCCCCC3)o2)cc1OC	0	52*	-53	0.5	0.7	-44	-26	2.5	34
COCCNC(=O)CN(c1cc(C(F)(F)F)ccc1Cl)S(C)(=O)=O	8	-18	0	1.2	0.4	13	-11	0.0019	58*
COc1ccc(C(=O)OCn2nnc3ccccc3c2=O)cc1OC	/	6	-22	0.9	1	1	1	0.44	-1
NC1=NC(c2ccc(Cl)cc2)n2c(nc3ccccc32)N1 (stereo unspecified)	/	10	-4	0.9	0.1	9	11	1.7	88*

(more compounds)
SMILES	Candida biofilm	CYP2C9 inh	HUVEC tox TNFa	CYP2C9 activ	CYP2C19 activ	VCAM1 TNFa inh	IL1B cytotox	DAT uptake mod	CYP2C19 inhib
Cc1cc(=O)oc(C)c1C(=O)NC1CC(C)(C)NC(C)(C)C1	3	/	-38	/	/	-14	-29	0.38	/
COc1ccccc1CNC(=O)CCn1c(=O)oc2ccccc21	-4	-43	-4	1.4	0.3	-9	15	0.96	72*
CCCS(=O)(=O)c1cn2cccc(N)c2c1S(=O)(=O)CCC	8	11	/	0.9	0.9	/	/	0.3	11
O=c1cc(-c2ccccc2)nc(N2CCCCC2)[nH]1	-1	-6	9	1.1	0.9	-6	10	-0.8	15
O=C(c1ccc(Cn2cc(Cl)cn2)o1)N1CCN(Cc2ccc3c(c2)OCO3)CC1	1	36	8	0.6	0.6	11	-8	1.3	40
Cc1ccc(C)c(Cn2c(=O)n(CCC(=O)NCc3ccco3)c(=O)c3sccc32)c1	7	9	6	0.9	1.1	-6	-13	-0.76	-5
Cc1cccc(NC(=O)CC2S/C(=N/c3nccs3)N(C)C2=O)c1 (stereo unspecified)	11	80*	2	0.2	0.5	7	-8	2.1	54*
CC(C(=O)Nc1ccc(Cl)cc1)c1ncc(C(F)(F)F)cc1Cl (stereo unspecified)	/	39	2	0.6	0.1	-24	-5	0.048	94*
Cc1ccc(C)c(NC(=O)CSc2nnc(-c3ccco3)o2)c1	4	6	/	0.9	1	/	/	-1.2	-2
CN1CCc2c(sc3c2C(=O)NC(/C=C/c2ccco2)N3)C1 (stereo unspecified)	-2	/	-2	/	/	-7	-21	-0.84	/
CCC(CC)C(=O)c1c[nH]c(C(=O)NCc2ccco2)c1	/	-4	-20	1	1	5	-17	-0.63	3
COC(=O)c1ccsc1NC(=O)CN1CCN(Cc2ccc3c(c2)OCO3)CC1	/	56*	14	0.4	0.5	12	4	2	46
COc1cccc(C(=O)N2CCN(Cc3cc(Br)ccc3OC)CC2)c1	2	/	-8	/	/	14	0	0.34	/
CN(C)c1nc(N)nc(CSc2nnnn2C)n1	3	-26	-36	1.3	1	11	-7	1.9	-4
COc1ccc(C(=O)OCC(=O)Nc2ccc(F)c(F)c2F)cc1OC	6	-1	34	1	0.9	18	-7	-1.1	12
O/N=C(\Cc1cscn1)c1ccc(O)cc1O	4	36	-14	0.6	0.5	6	-13	-0.11	47
Cc1ccc(C)c(N2CCN(C(=O)CCn3c(=S)[nH]c4cc5c(cc4c3=O)OCO5)CC2)c1	5	79*	3	0.2	0.6	4	9	0.5	42
Cc1cc(C)c2nc(SCC#N)cc(C)c2c1	8	-28	/	1.3	1.1	/	/	0.0068	-7
COc1ccc(C(N)=O)cc1N	/	6	-6	0.9	1	-2	-17	-0.13	-4
O=c1c2cnn(-c3ccccc3Cl)c2ncn1Cc1cccnc1	5	10	-3	0.9	0.5	-3	10	-1.1	53*
Cc1ccc(S(=O)(=O)/N=C(\c2ccccc2)N(C)S(=O)(=O)c2ccc(C)cc2)cc1	/	-1	14	1	0.8	-9	3	0.03	20
CC(=O)c1c(C)[nH]c(C(=O)COc2cc(C)ccc2C(C)C)c1C	-2	47	7	0.5	0.7	40	40	-1	29
CC[n+]1c(/C=C(\C)SC)sc2ccccc21	/	-9	-44	1.1	1.1	19	-9	0.011	-8
CC(C)Nc1ncnc2c1cnn2-c1ccc(Cl)cc1	4	15	/	0.8	1	/	/	0.38	-1
CCOC(=O)c1cc(OC(=O)c2ccccc2Br)n(-c2ccccc2)n1	-2	-9	60	1.1	1.1	11	20	-0.15	-10
COc1ccc(S(=O)(=O)CCc2nnc(NC(=O)c3cccs3)s2)cc1	/	10	-13	0.9	1	1	7	-1.6	2
